Source: PubChem (The Scripps Research Institute Molecular Screening Center)
PLCb3 inh – blocks human PLC-beta3 enzyme activity. Purified PLC-beta3, fluorogenic substrate, fluorescence. inhibition, % at 12.2 µM. 370,000 tested, 0.18% active. AID 720704; in the data active = inhibition above about 11%;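 also: 0% = median of compound wells on plate and 100% = full blocker control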
UHRF1 MBD2 ctr – human UHRF1 methylated DNA binding inhibitors | Q96T88 | UHRF1 binding to methylated oligo, TR-FRET | AID 687016 | 370,000 tested, 0.75% active | inhibition, % at 4.4 µM; in the data active = inhibition above about 21%;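 also: UHRF1 SRA domain binding a hemimethylated CpG hairpin DNA probe; 0% = median of test compound wells and 100% = reference inhibitor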
PLCg1 inh – inhibitors of human phospholipase C gamma1 | purified PLC-gamma1, fluorogenic substrate, fluorescence | P19174 | 370,000 tested, 0.84% active | inhibition, % at 12.2 µM; in the data active = inhibition above about 9.5%
ASAP1 GAP inh – blocks human ASAP1-stimulated Arf1 GTP hydrolysis. inhibition, % at 16.5 µM. GDP FP detection. 360,000 tested, 0.19% active. AID 624377; in the data active = inhibition above about 25%;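 also: 0% = vehicle with enzyme and substrate and 100% = no enzyme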
DDE Tn6 FP inh – inhibitors of Tn6 peptide binding to human fibrin DD(E). P02675. Fibrin DD(E) TRITC-Tn6 fluorescence polarization displacement. inhibition, % at 8.3 µM. 370,000 tested, 0.21% active;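 active = inhibition above a per-campaign cutoff: mean of compounds within control limits plus 3 SD, cut at about 15% in these data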;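 also: 0% = median of all compound wells on the plate and 100% = blocking peptide control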
Tn7 DDE FP – inhibitors of Tn7 peptide binding to human fibrin DD(E). P02675. FP displacement of FITC-Tn7 peptide from fibrin DD(E); 0% = median of compound wells per plate. AID 720508. 370,000 tested, 0.13% active. inhibition, % at 8.3 µM;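 active = inhibition above the mean of compounds falling within the control limits plus 3 SD of them, cut at about 14% in these data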;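 also: 0% = plate median of compound wells and 100% = 10 µM Aha-Tn7 peptide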
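system = human fibrin DD(E) protein | quantity = DD(E) 2 µM final | medium = Tris/NaCl/CaCl2 buffer, pH 7.8 | also added = labelled Tn7 tracer, 0.1 µM | compound dosing = single point at 8.3 µM | timing = compound with protein 10 min, then 3 h after probe, room temperature | signal = FP measurement | benchmarks = Aha-Tn7 high control | repeats = one replicate per compound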
ARFGAP1 inh – rat ARFGAP1 inhibition | Arfgap1-stimulated ARF1 GTP hydrolysis, GDP FP detection | Q62848 | 360,000 tested, 0.26% active | AID 651572 | inhibition, % at 16.5 µM;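 active = inhibition above a per-plate limit, mean inhibition of low control wells plus 3 SD, cut at about 25% in these data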;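 also: 0% = DMSO wells with enzyme and 100% = wells lacking Arfgap1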
Target sequence (Q62848 1-136 limits assumed): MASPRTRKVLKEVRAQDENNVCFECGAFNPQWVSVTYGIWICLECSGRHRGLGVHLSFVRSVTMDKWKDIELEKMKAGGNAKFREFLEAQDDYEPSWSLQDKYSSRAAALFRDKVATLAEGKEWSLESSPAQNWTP
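System: truncated rat Arfgap1 GAP domain / Medium: HEPES-based buffer, pH 7.5 / Also added: N-terminally truncated human ARF1-GTP substrate / Incubation: enzyme reaction 120 min at 25 °C after 20 min preincubation / Measured by: FP of antibody-bound GDP Alexa 633 tracer, ex 620/em 688 nm / Replicates: singlicate, each compound tested once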
KLK7 zymogen act – activators of human kallikrein-7 zymogen | P49862 | AID 652039 | purified proKLK7, EDANS-DABCYL substrate fluorescence; 100% is mature enzyme control, 0% vehicle | 370,000 tested, 0.9% active | activation, % at 7 µM;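 active = activation above the mean of all tested compounds plus 3 SD, computed per campaign excluding outliers beyond control limits, cut at about 13% in these data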
Target sequence (P49862 whole entry, looked up): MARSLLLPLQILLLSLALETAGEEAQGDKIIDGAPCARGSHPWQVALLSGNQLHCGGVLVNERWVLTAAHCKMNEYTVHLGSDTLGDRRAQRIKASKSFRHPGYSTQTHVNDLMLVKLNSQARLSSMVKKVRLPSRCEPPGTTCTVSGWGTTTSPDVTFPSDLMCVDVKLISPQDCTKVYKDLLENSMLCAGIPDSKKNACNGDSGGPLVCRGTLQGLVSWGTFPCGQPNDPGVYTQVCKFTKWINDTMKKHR
MBD2 DNA inh – MBD2-methylated oligo binding inhibition; Q9UBB5; TR-FRET, MBD2 binding to methylated oligonucleotide; inhibition, % at 4.4 µM; 370,000 tested, 0.31% active; AID 686964; in the data active = inhibition above about 13%
Target sequence (Q9UBB5 whole entry, looked up): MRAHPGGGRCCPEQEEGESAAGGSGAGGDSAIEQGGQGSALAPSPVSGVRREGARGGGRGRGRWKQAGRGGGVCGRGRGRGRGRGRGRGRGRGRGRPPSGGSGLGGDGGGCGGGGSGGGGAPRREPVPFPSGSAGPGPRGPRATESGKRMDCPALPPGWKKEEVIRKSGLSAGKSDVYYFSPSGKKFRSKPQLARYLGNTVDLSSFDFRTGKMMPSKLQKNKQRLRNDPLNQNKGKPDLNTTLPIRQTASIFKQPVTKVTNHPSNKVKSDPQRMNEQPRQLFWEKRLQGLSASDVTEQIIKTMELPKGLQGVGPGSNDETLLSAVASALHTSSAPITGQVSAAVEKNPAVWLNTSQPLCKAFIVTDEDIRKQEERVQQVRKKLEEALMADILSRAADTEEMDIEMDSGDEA
ADAM17 inh – ADAM17 inhibition, QFRET primary screen; recombinant ADAM17, EDANS/DABCYL FRET peptide cleavage; inhibition, % at 6.95 µM; 370,000 tested, 0.83% active; AID 720648;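 active = inhibition above the mean of compounds lying between control limits plus 3 SD, set per campaign, cut at about 8.5% in these data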;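 also: 0% = DMSO-only wells as the low control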
Starred values were filed as active, the others as inactive.

1	O=c1c2ccccc2sc2nc(C3CCCCC3)n(Cc3ccco3)c(=O)c12
2	Cc1ccc(SCC(=O)OCC(=O)NCCC2=CCCCC2)cc1
3	CCN(C(=O)CN1C(=O)S/C(=C\c2ccc(F)cc2)C1=O)C1CCS(=O)(=O)C1 (stereo not given)
4	Cc1cc(C)c(C(=O)N2CCCC(CNS(=O)(=O)N(C)C)C2)o1 (stereo not given)
5	O=C(O)c1ccccc1OC(C(=O)Nc1cc(Cl)cc(Cl)c1)c1ccccc1 (stereo not given)
6	CCCOc1ccc(/C=N/Nc2cccc([N+](=O)[O-])c2)c(O)c1

Compound	1	2	3	4	5	6
MBD2 DNA inh	5	-2	-5	-4	-2	2
Tn7 DDE FP	-1	5	2	3	2	-5
ASAP1 GAP inh	-8	2	10	4	-11	11
UHRF1 MBD2 ctr	6	-2	-5	1	1	1
PLCb3 inh	-3	-4	-4	-7	-9	2
ADAM17 inh	-3	0	0	-4	-2	1
DDE Tn6 FP inh	3	-6	1	-1	-6	-3
KLK7 zymogen act	1.0	-0.1	0.7	-0.5	-0.1	-1.1
PLCg1 inh	-5	-18	1	-1	-2	6
ARFGAP1 inh	1	1	-1	-10	0	16

7	Cc1ccc(S(=O)(=O)NCC(=O)N(CC(=O)NC2CCCCC2)CC2CCCO2)cc1 (stereo not given)
8	Cc1c(NC(=O)c2ccc(C(C)(C)C)cc2)cccc1[N+](=O)[O-]
9	Cc1cc(C)n2c(SCC(=O)N(C)C3CCS(=O)(=O)C3)nnc2n1 (stereo not given)
10	Cc1ccc(CNC(=O)C2CCN(S(=O)(=O)N3CCC(C)CC3)CC2)cc1
11	CCc1cccc(C)c1NC(=O)c1ccc(CN2CCc3ccccc3C2)cc1
12	CCOC(=O)c1nnn(-c2nonc2N)c1CN1CCc2ccccc2C1

Compound	7	8	9	10	11	12
MBD2 DNA inh	7	-5	0	0	-3	1
Tn7 DDE FP	2	-2	0	-3	-6	-5
ASAP1 GAP inh	9	-1	0	3	10	-5
UHRF1 MBD2 ctr	19	4	0	-2	-4	-2
PLCb3 inh	0	4	-7	2	0	-5
ADAM17 inh	-6	-3	-4	0	-4	-2
DDE Tn6 FP inh	3	3	2	-5	3	-2
KLK7 zymogen act	1.2	-0.1	-0.4	0.1	-0.2	0.8
PLCg1 inh	0	3	-2	2	4	-3
ARFGAP1 inh	6	4	17	3	-1	0

13	CC(C)CC(=O)NC(=S)NCc1ccccc1
14	Cc1ccccc1-c1nnc(CS(=O)(=O)c2ccccc2)o1
15	CC(=O)Nc1cccc(-c2cn3ccccc3n2)c1
16	Cn1cc(SCC(=O)Nc2ccc3c(c2)OCO3)c2ccccc21
17	CCCNC(=O)COC(=O)c1ccc(Cl)c(S(=O)(=O)N2CCCC2)c1
18	Nc1cc(N)nc(SCC(=O)Nc2ccccc2N2CCOCC2)n1

Compound	13	14	15	16	17	18
MBD2 DNA inh	2	6	6	-2	1	-1
Tn7 DDE FP	-2	-9	-1	-3	-4	-6
ASAP1 GAP inh	14	0	13	2	-1	-3
UHRF1 MBD2 ctr	5	1	0	-1	0	0
PLCb3 inh	-2	-4	-9	-2	0	-5
ADAM17 inh	4	0	-37	2	-2	-4
DDE Tn6 FP inh	-6	8	-5	8	3	-1
KLK7 zymogen act	0.1	-0.2	1.4	-0.1	-0.2	0.2
PLCg1 inh	1	-1	-10	2	3	2
ARFGAP1 inh	11	-5	-7	7	14	13

19	O=C(N/N=C/c1cccc(O)c1)c1cc(-c2ccccc2)nc2ccccc12
20	Cc1cc(Cl)cc(Cl)c1OCCOCCN(C)C
21	COc1ccc(Cc2nc3ccc(C(=O)N(C)CC4COCCO4)cc3o2)cc1 (stereo not given)
22	O=C(COc1ccccc1)NCC(=O)NC1=NCCS1
23	CCc1cc2c(=O)c(-c3ccc4c(c3)OCCO4)c(C)oc2cc1OS(C)(=O)=O
24	CCN(CC)S(=O)(=O)c1ccc2c(c1)c(=O)c(C(=O)N1CCc3ccccc3C1)cn2C

Compound	19	20	21	22	23	24
MBD2 DNA inh	-2	1	7	-1	9	-2
Tn7 DDE FP	0	5	0	-6	-2	1
ASAP1 GAP inh	18	-12	-8	2	12	-1
UHRF1 MBD2 ctr	-1	-1	4	2	5	1
PLCb3 inh	-10	4	-16	3	-24	-1
ADAM17 inh	6	-2	-2	0	-4	-4
DDE Tn6 FP inh	6	2	-5	1	1	-1
KLK7 zymogen act	0.6	0.3	-0.4	0.1	0.5	0.2
PLCg1 inh	1	5	-5	2	-15	1
ARFGAP1 inh	10	5	7	5	3	-7

25	CCCCC(=O)Nc1c(-c2cccc(OC)c2)c(=O)c2ccccc2n1C
26	CC(=O)c1ccc(NC(=O)C2C3C=CC(O3)C2C(=O)O)cc1 (stereo not given)
27	COc1cc(OC)c(NC(=O)CN(C)S(=O)(=O)c2ccc3[nH]c(=O)oc3c2)cc1Cl
28	CCOC(=O)CCNCc1ccc(F)cc1
29	COc1ccc(C2CC3(CC(C)(C)NC(SC)=N3)Oc3cc(O)cc(C)c32)cc1 (stereo not given)
30	COc1ccccc1N1CCN(Cc2ccsc2)CC1

Compound	25	26	27	28	29	30
MBD2 DNA inh	1	1	-8	-5	-2	-1
Tn7 DDE FP	1	-4	2	-8	-3	6
ASAP1 GAP inh	9	-1	-4	-2	6	-11
UHRF1 MBD2 ctr	2	-1	-1	-1	0	0
PLCb3 inh	-43	0	-7	0	1	1
ADAM17 inh	-12	1	5	1	0	-1
DDE Tn6 FP inh	-1	1	-3	-3	2	1
KLK7 zymogen act	1.4	-0.1	-0.9	0.1	-0.3	0.6
PLCg1 inh	-23	2	-2	2	0	3
ARFGAP1 inh	-2	11	1	-9	5	4

31	COc1cnc(-c2ccccn2)nc1Sc1c(Cl)cccc1Cl
32	C(=N\Nc1nc(Nc2ccccc2)nc(Nc2ccccc2)n1)/c1cccnc1
33	Cc1ccc(C(=O)N/C(=C/c2ccc(C(C)C)cc2)C(=O)NCCCN2CCOCC2)cc1
34	CN(C)C(=O)c1ccc(NC(=O)c2ccccc2SCC(=O)N2CCCC2)cc1
35	Cc1cc(NC(=O)c2ccc(OCC3CCCO3)cc2)ccc1Br (stereo not given)
36	CC1(C)OC(=O)C2=C(C[C@@H](C3CCCCC3)O[C@@H]2c2ccc(Cl)cc2)O1

Compound	31	32	33	34	35	36
MBD2 DNA inh	2	5	-5	1	0	-3
Tn7 DDE FP	-5	-1	0	-5	0	-1
ASAP1 GAP inh	-13	8	-10	9	7	-8
UHRF1 MBD2 ctr	0	0	0	0	0	-1
PLCb3 inh	1	-3	-6	0	-8	1
ADAM17 inh	-1	5	-2	-5	1	4
DDE Tn6 FP inh	1	-21	2	4	9	-3
KLK7 zymogen act	0.9	0.2	-0.6	-0.3	-0.2	-0.5
PLCg1 inh	2	6	1	3	4	8
ARFGAP1 inh	2	17	4	2	5	-4

37	CCOC(=O)CNC(=O)COc1coc(CN2CCN(Cc3ccccc3)CC2)cc1=O
38	CCc1ccc(C(=O)c2cnc3ccc(OC)cc3c2N2CCN(CC)CC2)cc1
39	O=c1c2ccccc2n2cnnc2n1-c1ccccc1
40	CCCCn1c(NCc2cc(C)ccc2O)nc2ccccc21
41	O=C(NC(=S)Nc1ccc2oc(=O)ccc2c1)c1ccco1
42	O=C(CSc1ncn[nH]1)N/N=C/c1ccc(F)cc1

Compound	37	38	39	40	41	42
MBD2 DNA inh	6	-1	1	-2	0	7
Tn7 DDE FP	4	2	8	9	4	3
ASAP1 GAP inh	-8	-3	-2	8	20	0
UHRF1 MBD2 ctr	4	-1	6	1	0	-2
PLCb3 inh	-5	1	4	8	-5	-5
ADAM17 inh	-4	3	-4	6	-4	-2
DDE Tn6 FP inh	-8	2	1	-3	9	-4
KLK7 zymogen act	-0.1	0.0	-0.5	0.6	1.1	-0.5
PLCg1 inh	-1	0	2	7	3	9.6*
ARFGAP1 inh	9	-6	-6	-2	3	8

Exported with two lines to a compound: three of the compounds above
Sequence of screens – MBD2 DNA inh | Tn7 DDE FP | ASAP1 GAP inh | UHRF1 MBD2 ctr | PLCb3 inh | ADAM17 inh | DDE Tn6 FP inh | KLK7 zymogen act | PLCg1 inh | ARFGAP1 inh
41. O=C(NC(=S)Nc1ccc2oc(=O)ccc2c1)c1ccco1
    0 | 4 | 20 | 0 | -5 | -4 | 9 | 1.1 | 3 | 3
40. CCCCn1c(NCc2cc(C)ccc2O)nc2ccccc21
    -2 | 9 | 8 | 1 | 8 | 6 | -3 | 0.6 | 7 | -2
37. CCOC(=O)CNC(=O)COc1coc(CN2CCN(Cc3ccccc3)CC2)cc1=O
    6 | 4 | -8 | 4 | -5 | -4 | -8 | -0.1 | -1 | 9

Further results
43	Cc1ccc(Sc2nnc(Cc3ccccc3)c3ccccc23)cc1
44	CC(O)c1nc(C(C)O)n(CC(=O)c2ccccc2)n1 (stereo not given)
45	COc1ccc(Br)cc1CN(C)C(C)C(=O)Nc1cccc(C(C)=O)c1 (stereo not given)
46	O=C(NCc1ccc(-c2nc3ccccc3s2)cc1)c1cc2ccccc2o1
47	O=C(Nc1ccccc1C(=O)N1CCN(c2ccccc2)CC1)c1ccco1
48	N#Cc1ccc(-c2nc3c4ccccc4ccn3c2CC2CCCCC2)cc1
49	COc1cc(C2C(C#N)=C(N)N(N(C)C)C3=C2C(=O)CC(C)(C)C3)ccc1O (stereo not given)
50	CCN(CC(=O)Nc1ccc(NC(C)=O)cc1)C(=O)c1c(C)nn(Cc2ccc(C)cc2)c1Cl
51	COC(=O)CN1C(=O)CSc2ccc(S(=O)(=O)N3CCC(C)CC3)cc21

Compound	43	44	45	46	47	48	49	50	51
MBD2 DNA inh	1	6	1	-1	-3	2	0	5	3
Tn7 DDE FP	-4	3	-3	-3	6	2	-3	-1	-1
ASAP1 GAP inh	7	7	-16	-1	4	3	6	-6	6
UHRF1 MBD2 ctr	-6	5	7	2	-2	8	-3	2	-2
PLCb3 inh	-1	2	2	-3	2	-26	-2	-4	4
ADAM17 inh	3	-4	2	-1	-5	-14	-3	0	2
DDE Tn6 FP inh	-3	-2	-12	3	0	7	0	-7	3
KLK7 zymogen act	0.1	0.5	-0.3	0.9	-0.3	-1.4	0.0	-0.2	0.2
PLCg1 inh	0	4	1	-1	1	-23	-1	3	2
ARFGAP1 inh	-6	15	-12	1	5	-3	-9	13	-3
